Screening results deposited in PubChem by National Center for Advancing Translational Sciences (NCATS).
aSyn yeast rescue: rescues yeast growth from alpha-synuclein toxicity; S. cerevisiae alpha-synuclein toxicity rescue, BacTiter-Glo growth, 24 h; Potency, µM (highest dose often 46.1 µM), inactives show top-dose growth rescue (activation), most hits filed as activators; actives 0.02% (n = 94,000); AID 1347070; active means well fitted activation curve with a large enough effect; further: 0% is about no effect
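Growth restoration measured by BacTiter-Glo luminescence after 24 hr at 30 deg C; alpha-synuclein yeast, raffinose-pregrown to mid-log, were added at OD600=0.02 in galactose medium onto pinned compounds.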
Numbers without * were called inactive; [ ] = another dose, or the depositor's remark. Potency means the concentration at half of the fitted maximal effect.

SMILES | aSyn yeast rescue
Cc1cn2c(=O)cc(COC(=O)c3cccc(NC(=O)COc4ccccc4C)c3)nc2s1 | 3.2%
CC(=O)Nc1cc(O)cc(O)c1 | 7.9%
CCOc1ccc2oc(=O)cc(CN3CCN(c4cc(C)ccc4C)CC3)c2c1 | 1.0%
O=C(COC(=O)/C=C/c1ccccc1)Nc1nnc(-c2ccccc2)o1 | 8.5%
COc1cc(/C=C(\C#N)C(=O)Nc2ccc(C)cc2)ccc1OCc1cc(=O)n2nc(C)sc2n1 | 2.1%
O=C(c1ccc(S(=O)(=O)c2ccc(Cl)cc2)cc1)N1CCOCC1 | 0.0%
Cc1ccc(OCC(=O)Nc2nnc(SCc3cc(=O)n4cc(C)ccc4n3)s2)cc1 | 0.3%
O=C(O)c1c2c(nc3ccccc13)/C(=C/c1ccc(OC(F)F)cc1)CCC2 | -1.9%
COc1cc2ccc(=O)oc2cc1O | 4.9%
CCCn1c(CCC(=O)O)nc2cc(S(=O)(=O)N3CCCC3)ccc21 | 1.1%
Cc1ccccc1CN1c2ccccc2-c2nc(SCC(=O)NCc3ccccc3)ncc2S1(=O)=O | -3.2%
O=S(=O)(c1cc(Br)c(Br)s1)N1CCN(c2ccccc2)CC1 | -3.2%
CCOC(=O)C1=C(c2ccccc2)NC(=O)NC1c1ccc(O)c(Cl)c1 (stereo not given) | 2.1%
Cc1ccc(NC(=O)C(=O)c2ccc(C)cc2)cc1 | -6.8%
CCCn1c2ccccc2c2cnn(CC(=O)NCCc3cc(OC)ccc3OC)c(=O)c21 | 11.5%
Cc1cccc(OCc2nc(CC(=O)Nc3ccc(C)c(C)c3)cs2)c1 | -8.6%
COc1cc(C=NNC(=S)Nc2ccc(S(=O)(=O)N3CCCCC3)cc2)cc(OC)c1OC | -1.6%
CC(C)NC(=O)C1CCCN(S(=O)(=O)c2ccc3c(ccn3C)c2)C1 (stereo not given) | 5.1%
COCCNC(=O)CSc1ncnc2sc(-c3ccccc3)cc12 | -7.4%
Cc1cccc(C)c1NC(=O)N1CCC(C(N)=O)(N2CCCCC2)CC1 | 0.3%
COc1ccc(CN(C(=O)c2cc(=O)c3ccccc3o2)C2CCS(=O)(=O)C2)cc1OC (stereo not given) | -2.7%
CC(=O)Nc1ccc(NC(=O)CSc2nc3ccccc3nc2N2CCOCC2)cc1 | -1.6%
Cc1ccccc1CN1C(=O)C(O)(CC(=O)c2ccccc2)c2cc(Cl)ccc21 (stereo not given) | -4.0%
COc1ccccc1Cn1c(CNS(=O)(=O)c2ccc(CC(C)C)cc2)nc2cccnc21 | 10.5%
COc1ccc(NS(=O)(=O)c2cc(NC(=O)c3cc(=O)c4ccccc4o3)ccc2OC)cc1 | 4.4%

(listing goes on)
SMILES | aSyn yeast rescue
COc1ccccc1C(=O)N1CCN(Cc2cc(=O)oc3cc(C)ccc23)CC1 | 6.7%
C[C@H](CO)N1C[C@H](C)[C@H](CN(C)S(=O)(=O)c2cccc(F)c2)OCc2ccccc2-c2c(n(C)c3ccccc23)C1=O | -13.8%
O=C(COC(=O)c1ccc([N+](=O)[O-])cc1Cl)Nc1cccnc1Cl | 1.4%
COc1ccc(S(=O)(=O)N2CCCCC2)cc1NS(=O)(=O)c1ccccc1F | -6.4%
CCOc1ccc(OCC(=O)OCc2csc(CC(=O)Nc3ccccc3C)n2)cc1 | -2.5%
CCN(CC)CCCNC(=O)c1ccc2c(Cl)c3c(nc2c1)CCCC3 | 2.8%
CCOc1ccc(CCNC(=O)c2ccc(CS(=O)(=O)c3ccccc3C)o2)cc1OCC | 4.8%
CC(=O)Oc1ccc(-c2ccc(C(=O)Nc3cccc(S(=O)(=O)N4CCOCC4)c3)cc2)cc1 | -1.6%
CCOc1ccc(NC(=O)c2cc(C)nc3c2c(C)nn3-c2cccc(F)c2)cc1 | -2.5%
COC(=O)C(Cc1ccccc1)NC(=O)c1cccc(S(=O)(=O)N(C)C)c1 (stereo not given) | -1.3%
Cc1ccc(Nc2sc(C(=O)c3ccccc3)c(N)c2S(=O)(=O)c2ccccc2)c(C)c1 | 10.3%
CCOc1ccc(NC(=O)c2c(C)oc3nc(C)nc(N4CCOCC4)c23)cc1 | 1.0%
CCc1nnc2c(NCCc3ccc(OC)c(OC)c3)nc3ccccc3n12 | 8.8%
COC(=O)c1cccc(NC(=O)NC(=O)c2ccccc2Cl)c1 | 2.6%
CCOC(=O)C1CCCN(S(=O)(=O)c2ccc3[nH]c(=O)oc3c2)C1 (stereo not given) | -8.9%
Cc1ccc(-c2cc(C(=O)Oc3ccccc3)c3cc(C)ccc3n2)cc1 | -4.8%
CN(CC(=O)NCCc1ccc(F)cc1)Cc1ccccc1 | 6.6%
CCC1(C)Cc2c(C#N)c(N)n(-c3ccccc3)c(=S)c2CO1 (stereo not given) | 3.6%
Cc1ccc(NC(=O)CC2Oc3ccc(C)cc3NC2=O)c(C)c1 (stereo not given) | -2.7%
CCCn1c(=S)[nH]c2sc3c(c2c1=O)CCCC3 | -4.4%
Cc1cc(N)c2ccccc2n1 | 2.4%
CCc1nn(CC(=O)NCCN(CC(C)C)CC(C)C)c(=O)c2cc3sc(C)cc3n12 | 7.3%
CCN(CC)C(=O)c1sc2c(c1C)c(=O)n(-c1ccc(OC)cc1OC)c(=O)n2CC(=O)c1ccc(Cl)cc1 | 2.7%
O=C(CSCc1ccc(F)cc1)N1CCN(c2ccccc2F)CC1 | 2.3%
COC(=O)c1ccc(C(=O)OC)c(NC(=O)N2CC3CCCN3c3ccccc32)c1 (stereo not given) | 0.1%

Filtered by structure: the compounds so far containing a COOH group.
SMILES | aSyn yeast rescue
O=C(O)c1c2c(nc3ccccc13)/C(=C/c1ccc(OC(F)F)cc1)CCC2 | -1.9%
CCCn1c(CCC(=O)O)nc2cc(S(=O)(=O)N3CCCC3)ccc21 | 1.1%

Next part
SMILES | aSyn yeast rescue
COc1ccc(C(=O)N2c3ccc(C)cc3C(C)(c3ccccc3)CC2(C)C)cc1 (stereo not given) | 6.8%
O=C(O)CCC(C(=O)O)N1C(=O)C2C3CCC(C3)C2C1=O (stereo not given) | -9.9%
COc1ccc(NC(=O)c2ccc3ccccc3n2)cc1S(=O)(=O)N1CCCCC1 | 3.8%
COCCCn1c(=N)c(C(=O)NCC2CCCO2)cc2c(=O)n3cc(C)ccc3nc21 (stereo not given) | -1.4%
COc1cccc2c1cc1c(=O)n(CC(=O)N3CCC(C)CC3)nc(C)n12 | 4.7%
Cc1ccc(/C=[N+](\[O-])c2ccc(N(C)C)cc2)c2nsnc12 | -30.6%[inhibitor]
Cc1cc(Cl)ccc1NS(=O)(=O)c1ccc2c(c1)CCN2S(C)(=O)=O | -2.3%
O=C(O)CN1C(=O)C2C3CCC(C3)C2C1=O (stereo not given) | 4.9%
CCCCOc1cccc(C(=O)Nc2cc3nn(-c4ccc(F)cc4)nc3cc2C)c1 | -3.0%
COCCN1C(=O)c2oc3cc(C)cc(C)c3c(=O)c2C1c1cccc(O)c1 (stereo not given) | 7.4%
CC(=O)N1c2ccc(S(=O)(=O)N3CCN(c4cccc(Cl)c4)CC3)cc2CC1C (stereo not given) | 6.9%
Nc1c(C(=O)O)cnc2c(-c3ccc(Cl)cc3)cnn12 | 1.1%
Cn1cc(/C=C/C(=O)N2CCCC(C(=O)c3cccc(C(F)(F)F)c3)C2)cn1 (stereo not given) | -1.2%
CCCn1cc(S(=O)(=O)c2ccc(OC)cc2)c(=O)c2cc(F)c(N3CCCCCC3)cc21 | 6.1%
Cc1c2cnn(-c3ccccc3)c(=O)c2c(C)n1C(C)C(=O)Nc1ccccc1C(F)(F)F (stereo not given) | -7.2%
Cc1c(C(=O)NNS(=O)(=O)c2ccccc2Cl)sc(=S)n1C | -0.7%
CCCOc1ccc(NC(=O)CC2C(=O)N(c3cccc(OC)c3)C(=O)N2CCc2ccncc2)cc1 (stereo not given) | -3.0%
CC(=O)Nc1ccc(S(=O)(=O)NCC2CCC(C(=O)NCCc3ccccc3)CC2)cc1 (stereo not given) | -8.2%
Cc1c(C(=O)N2CCC(C)CC2)c(S(=O)(=O)Nc2cccc(C(F)(F)F)c2)c(C)n1C | 0.5%
CCN1CCN(C(c2cccs2)C(C)NC(=O)NC2CCCCC2)CC1 (stereo not given) | 2.2%
CC(C)Oc1ccc(C(=O)N2CCN(CCc3ccccn3)CC2)cc1 | 5.9%
Cc1cc(S(=O)(=O)Nc2ccc(C(=O)NC3CC3)cc2)ccc1F | 0.1%
CCN(CC)S(=O)(=O)c1ccc2c(c1)N(CC(=O)N1CCN(c3cccc(Cl)c3)CC1)C(=O)CO2 | 5.0%
CC(C)(C)OC(=O)N1CCC(c2c(C(=O)N3CCN(C(=O)c4ccco4)CC3)cnn2-c2ccccc2Cl)CC1 | 5.2%
C=CCc1ccccc1OCC(=O)O | 6.0%

4 successive entries from above:
SMILES | aSyn yeast rescue
COc1ccc(C(=O)N2c3ccc(C)cc3C(C)(c3ccccc3)CC2(C)C)cc1 (stereo not given) | 6.8%
O=C(O)CCC(C(=O)O)N1C(=O)C2C3CCC(C3)C2C1=O (stereo not given) | -9.9%
COc1ccc(NC(=O)c2ccc3ccccc3n2)cc1S(=O)(=O)N1CCCCC1 | 3.8%
COCCCn1c(=N)c(C(=O)NCC2CCCO2)cc2c(=O)n3cc(C)ccc3nc21 (stereo not given) | -1.4%

(more compounds)
SMILES | aSyn yeast rescue
CCCN(CCC)Cc1c(C(=O)N/N=C/c2ccoc2)nnn1-c1nonc1N | 6.2%
C/C(=N\NC(=O)c1cccc(S(=O)(=O)N2CCOCC2)c1)c1ccco1 | -5.3%
CCCn1c(SCC(=O)c2ccc3c(c2)OCCO3)n[nH]c1=O | -2.5%
Cc1cc(C)c(S(=O)(=O)Nc2ccc(-c3ccc(N4CCC(C)CC4)nn3)cc2)cc1C | 4.9%
Cc1ccc2nc(SCC(=O)c3c(N)n(C4CC4)c(=O)[nH]c3=O)[nH]c2c1 | 2.2%
Cc1ccc(CNC(=O)C2CCN(S(=O)(=O)N3CCCCC3)CC2)cc1 | 3.8%
CCc1ccc(NC(=O)Cn2cc(S(=O)(=O)c3ccc(F)cc3)c(=O)c3cc(OC)ccc32)cc1 | -2.5%
CC(C)COC(=O)Cn1nnc2sc(-c3ccccc3)cc2c1=O | 7.2%
O=C(CN(c1ccc(Cl)c(C(F)(F)F)c1)S(=O)(=O)c1ccccc1)N1CCc2ccccc2C1 | 2.9%
CNC(=O)C(=O)NCCCN1CCOCC1 | -9.1%
Cc1ccc2nc(Nc3cccc(Cl)c3C)c(-n3nc(C)cc3C)nc2c1 | -4.0%
C#CCOCC1CN(c2ccccc2)C(=O)O1 (stereo not given) | 2.4%
CCc1cccc(NC(=O)CCS(=O)(=O)c2cc(Br)cc3c2N(C(C)=O)CC3)c1 | 0.2%
CN(C)c1ccc(/C=C(\C#N)c2nc3ccccc3c(=O)[nH]2)cc1 | -2.3%
CCCN(C(=O)c1cc(S(=O)(=O)N2CCc3ccccc32)cn1C)c1ccc(OCC)cc1 | -0.9%
O=C(O)Cn1nc(C(F)(F)F)c2c1CCCC2 | 8.3%
COc1cccc(CN2CCNC(=O)C2CC(=O)NCCn2nc(C)cc2C)c1OC (stereo not given) | -2.9%
CCn1c(SCc2nc3ccccc3s2)nc2cc(S(=O)(=O)N3CCOCC3)ccc21 | -1.0%
COc1ccc(-c2ccc(CN3C(C(C)C)C(=O)N(Cc4cn(Cc5ccco5)nn4)CCS3(=O)=O)cc2)cc1OC (stereo not given) | -0.8%
Cc1nn(-c2ccc(Cl)cc2)c2[nH]c(CCl)cc(=O)c12 | -71.5%[inhibitor]
COc1cc(/C=C(\C#N)c2nc3ccccc3n2C)cc(OC)c1OC | -1.5%
Cc1ccc(-c2csc(SCC(=O)c3c(N)n(C4CC4)c(=O)[nH]c3=O)n2)cc1 | 0.9%
COc1ccc(NC(=O)/C(=C\c2ccncc2)NC(=O)c2ccccc2)cc1 | -7.6%
Cc1ccc(S(=O)(=O)c2c(O)cc(C)c(NS(=O)(=O)c3ccc(Br)cc3)c2C)cc1 | -20.1%
COc1ccc(NC(=O)CN(c2cccc(C)c2C)S(=O)(=O)c2ccccc2)cc1OC | 7.3%

Continuation.
SMILES | aSyn yeast rescue
COc1ccc(NC(=O)CC(C(=O)O)N2CCCCC2)cc1 (stereo not given) | -5.5%
O=C(c1ccc(F)cc1)C1CCN(C(=O)Nc2ccc(F)cc2F)CC1 | 0.6%
CCOC(=O)N1CCN(c2ncnc3scc(-c4ccccc4)c23)CC1 | -41.3%[inhibitor]
CCN(Cc1ccccc1)C(=O)CN1C(=O)CSc2ccc(S(=O)(=O)N(CC)CC)cc21 | -9.5%
Cn1c(=O)cc(C(=O)N/N=C/c2ccc(Cl)cc2)[nH]c1=O | -4.7%
CCOC(=O)N1CCC(N2C(=O)c3ccc(C(=O)NCc4ccco4)cc3C2=O)CC1 | 4.6%
COC(=O)c1c(NC(=O)CSc2nnc3ccccn23)sc2c1CCC2 | 2.1%
CCc1nc2ccc(C(=O)NCc3ccc(N(C)C)cc3)cc2nc1CC | -6.2%
Cc1ccc(CNC(=O)Cn2c(=O)n(Cc3ccccc3)c(=O)c3sc4ccccc4c32)cc1 | 1.0%
O=C(COC(=O)Cc1cccc(C(F)(F)F)c1)Nc1ccc2[nH]c(=O)[nH]c2c1 | 6.8%
COC(=O)CSc1ncc2c(n1)-c1ccccc1N(Cc1ccc(Cl)cc1)S2(=O)=O | -7.8%
Cc1ccc2c(c1)c(=O)c1ccccc1n2CCCC(=O)Nc1ccc(C)c(C)c1 | -20.7%
COC(=O)c1cc2sc(Cl)cc2n1CC(=O)Nc1cc(OC)cc(OC)c1 | 1.6%
CCN(CC)CCCN1C(=O)C(=O)/C(=C(/O)c2ccc(OC)cc2)C1c1ccco1 (stereo not given) | 1.0%

Entries from the list above that have bromine:
SMILES | aSyn yeast rescue
O=S(=O)(c1cc(Br)c(Br)s1)N1CCN(c2ccccc2)CC1 | -3.2%
CCc1cccc(NC(=O)CCS(=O)(=O)c2cc(Br)cc3c2N(C(C)=O)CC3)c1 | 0.2%
Cc1ccc(S(=O)(=O)c2c(O)cc(C)c(NS(=O)(=O)c3ccc(Br)cc3)c2C)cc1 | -20.1%

A portion of the library (hit frequency here may not be typical).
